TRPML3 ag = human mucolipin-3 channel agonism. activation, % at 3 µM. HEK293 TRPML3-YFP, Fluo-8 calcium fluorescence; 100% = the carbachol control signal. Q8TDD5. 220,000 tested, 0.29% active. AID 1448;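 active means activation above its plate's cutoff, the mean activation of the plate's test wells plus 3 SD, cut at about 12% in these data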;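 further: 0% = DMSO only wells and 100% = carbachol wells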
Target sequence (Q8TDD5 whole entry, looked up): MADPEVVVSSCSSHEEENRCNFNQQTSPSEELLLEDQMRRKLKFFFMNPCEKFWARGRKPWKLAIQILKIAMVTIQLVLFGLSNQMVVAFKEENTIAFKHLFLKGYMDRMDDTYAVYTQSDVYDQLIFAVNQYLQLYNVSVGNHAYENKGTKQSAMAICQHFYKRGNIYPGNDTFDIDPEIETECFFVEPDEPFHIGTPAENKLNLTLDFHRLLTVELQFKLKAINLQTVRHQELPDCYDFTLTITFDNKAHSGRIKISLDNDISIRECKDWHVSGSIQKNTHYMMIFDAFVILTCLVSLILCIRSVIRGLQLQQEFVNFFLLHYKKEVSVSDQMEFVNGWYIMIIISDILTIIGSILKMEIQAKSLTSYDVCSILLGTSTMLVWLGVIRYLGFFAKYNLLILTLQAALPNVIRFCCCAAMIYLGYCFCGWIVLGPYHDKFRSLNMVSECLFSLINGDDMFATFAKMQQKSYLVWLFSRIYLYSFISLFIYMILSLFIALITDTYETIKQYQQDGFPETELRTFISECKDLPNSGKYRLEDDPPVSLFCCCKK
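system = HEK293 cells stably carrying human TRPML3-YFP | doses = one concentration, 3 µM nominal, 0.3% DMSO | timing = dye loading 1 h 37 °C then 30 min ambient, 125 s read | detection = Fluo-8 calcium dye fluorescence, ex 470-495, em 515-575 nm | benchmarks = high control carbachol 87 µM, low control DMSO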
NPY-Y1 PAM-ag = potentiates or activates human NPY-Y1 receptor; NPY-Y1 expressing cells, potentiator/agonist activation; P25929; 220,000 tested, 0.37% active; activation, % at 3.6 µM; in the data active means activation above about 33%, passing the limit was not always enough;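 further: cells stimulated with NPY at EC10 then isoproterenol at EC100; 0% = low agonist plus stimulus and 100% = saturating agonist plus stimulus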
Target sequence (P25929 whole entry, looked up): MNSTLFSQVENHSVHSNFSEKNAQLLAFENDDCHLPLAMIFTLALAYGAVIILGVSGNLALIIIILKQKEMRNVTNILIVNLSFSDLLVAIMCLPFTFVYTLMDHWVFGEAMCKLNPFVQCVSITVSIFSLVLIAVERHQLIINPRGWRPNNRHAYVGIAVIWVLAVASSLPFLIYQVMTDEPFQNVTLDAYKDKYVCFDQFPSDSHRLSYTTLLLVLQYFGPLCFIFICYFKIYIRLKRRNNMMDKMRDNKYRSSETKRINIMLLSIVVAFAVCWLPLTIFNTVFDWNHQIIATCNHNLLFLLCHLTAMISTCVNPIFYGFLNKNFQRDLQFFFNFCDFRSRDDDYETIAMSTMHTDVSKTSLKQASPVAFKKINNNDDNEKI
zfTRPN1 agonist = zebrafish TRPN1 (NompC) channel agonism; HEK293 zebrafish TRPN1-YFP, Fluo-8 calcium fluorescence; 100% = response to 87 µM carbachol; activation, % at 3 µM; 220,000 tested, 0.18% active; AID 1424;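 active means activation above its plate's cutoff, the mean activation of test wells on that plate plus 3 SD, cut at about 19% in these data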;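 further: 0% = DMSO alone and 100% = 87 µM carbachol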
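Material: zebrafish TRPN1-YFP in HEK293 cells; Doses: single test compound dose, 3 µM nominal, 0.3% DMSO; Timing: dye loading 1 h at 37 °C, then 30 min room temperature; Technique: intracellular calcium fluorescence with Fluo-8; Benchmarks: high carbachol 87 µM, low DMSO alone.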
EP2 antag = blocks the human prostaglandin E2 receptor EP2 | inhibition, % at 25 µM | 260,000 tested, 0.52% active | P43116 | C6 glioma cells expressing human EP2, cAMP TR-FRET; cells stimulated with saturating PGE2;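 active means percent inhibition above 40 after rounding to a whole number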;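 further: rat C6 glioma host cells with rolipram phosphodiesterase inhibitor present; the protocol text gives 20 µM as final concentration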
PPC-1+TRAIL kill = PPC-1 cancer cell killing with TRAIL present | PPC-1 cells + TRAIL, ATPLite viability luminescence | cell killing (% activity), % at 4 µM | AID 1443 | 220,000 tested, 0.41% active;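 active means cell killing above 50% in the first pass at 4 µM, then a duplicate retest at 5 µM averaging 50% or more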;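 further: plate controls were cells with TRAIL plus DMSO for no effect and medium-only wells lacking cells for full effect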
14-3-3 Bad PPI = disrupts binding of bovine 14-3-3 zeta to phospho-Bad peptide | TR-FRET 14-3-3zeta/Dy647-pBad peptide displacement, 1 h | P63103 | AID 781 | 220,000 tested, 0.71% active | inhibition, % at 21.7 µM;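 active means inhibition above about 70%, limit read from the data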;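 further: 0% = full 14-3-3 plus peptide FRET controls and 100% = background without 14-3-3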
CHOP inhibitor = inhibitors of CHOP induction in ER stress response. CHO-K1 CHOP-promoter luciferase, tunicamycin-induced, 15-18 h. inhibition, % at 10 µM. 220,000 tested, 3.8% active. AID 2732;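 active means compounds that reduced the stress-induced luciferase reporter signal by more than about 70% of percent inhibition, limit read from the data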;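 further: 0% = tunicamycin plus vehicle and 100% = wells without tunicamycin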
EP2 modulator = EP2 receptor (human) modulation; P43116; EP2-expressing cells, cAMP HTRF FRET, PGE2 co-stimulation; induction, % at 25 µM; 260,000 tested, 0.83% active;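 active means compounds whose cAMP rise, as percent of the full-agonist control response, exceeds 60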;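 further: rat C6 glioma line stably carrying human EP2 under a CMV promoter; the protocol text gives 20 µM as final concentration; 100% = response of wells given 1 µM PGE2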
NPY-Y1 antag = antagonists of human neuropeptide Y receptor Y1; 200,000 tested, 1% active; inhibition, % at 3.6 µM; HEK293-CNG Y1 cells, membrane potential fluorescence; NPY at EC95, then isoproterenol;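 active means inhibition above the campaign mean inhibition of all tested compounds plus 3 SD, cut at about 20% in these data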;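 further: 0% = DMSO wells given NPY plus isoproterenol and 100% = isoproterenol alone without NPY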
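Test system: HEK293 cells co-expressing NPY Y1 receptor and cyclic-nucleotide gated channel; Also added: NPY (25 nM), isoproterenol (1 µM), Ro 20-1724 (25 µM); Compound dosing: one concentration, 3.6 µM, in 0.4% DMSO; Timing: dye 3 h, compound 60 min room temperature, stimulation 45 min; Technique: Membrane-potential fluorescent dye readout.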
* = called active by the depositor; nt = not tested or not shown; & = joins results of further samples; [ ] = remark or other dose. These rows are one share of the data; the hit share may differ from the screen's.

Second line of a record – TRPML3 ag	NPY-Y1 PAM-ag	zfTRPN1 agonist	EP2 antag	PPC-1+TRAIL kill	14-3-3 Bad PPI	CHOP inhibitor	EP2 modulator	NPY-Y1 antag
CC(C)c1nc(N2CCOCC2)c(C#N)c2c1COC(C)(C)C2
→ -0.3	-6	-0.6	9	7	-12	60	-103	0
O=C(CN1CCN(C(=S)NC2CCCC2)CC1)Nc1ccc(Oc2ccccc2)cc1
→ 3.0	27	9.2	2	12	-7	19	-14	-2
CCc1ccc(C2CC(=O)N(c3cccc(F)c3)C3=C2C(=O)OC3)cc1 (centres undefined)
→ 0.4	-7	0.1	19	17	-6	9	14	4
Cc1cc(N/N=C/c2c[nH]c3ccccc23)c2ccccc2n1
→ -0.1	15	-0.2	2	15	-8	17	-22	3
CSc1ccc(/C=C/C(=O)c2ccc(NC(C)=O)cc2)cc1
→ 0.1	-3	1.9	10	18	0	-14	-4	-3
CCOC(=O)N1CCN(C(=O)c2ccc(NC(C)=O)cc2)CC1
→ 0.7	6	1.0	16	-3	3	-3	17	8
Cc1ccc(OCCn2c3ccccc3n3nc(C)c(=O)nc23)cc1
→ 0.3	-16	-0.7	7	10	4	11	-19	-6
CC(=O)Nc1ccc(Cl)cc1C(=O)O
→ 0.9	-9	0.9	10	9	nt	2	11	6
COc1cccc(NS(=O)(=O)c2cc(C)ccc2OC)c1
→ 0.6	0	-0.5	9	-6	4[fluorescence artefact?]	11	-2	2
COCCNC(=O)COc1ccc(C)cc1C(=O)c1cc(C#N)c(=O)n(C2CC2)c1
→ 0.4	6	-0.1	12	16	8	0	-23	-3
Cc1ccc(-c2nnc3c4ccccc4c(C)nn23)cc1S(=O)(=O)N1CCN(C)CC1
→ -0.2	-20	1.4	nt	nt	nt	nt	nt	3
O=C(O)c1ccc(COc2c(F)c(F)c(F)c(F)c2F)o1
→ 0.9	13	0.2	9	5	-1	1	-6	2
Cc1ccc2nc(C)c3c(c2c1)N(c1ccc(F)cc1)CC3
→ 0.7	-69	-0.7	11	11	3	-3	-12	nt
O=C(NCCN1C(=O)S/C(=C\c2cccnc2)C1=O)c1ccc(S(=O)(=O)N2CCCC2)cc1
→ -0.1	13	0.1	4	11	-3	2	-4	nt
COc1ccc(OC)c(Cc2nnc(CCC(=O)NCc3nc4ccccc4s3)o2)c1
→ 0.2	-3	1.6	6	6	-8	-30	0	7
CC(=O)Oc1cc2oc(=O)cc(C)c2cc1Cl
→ -0.3	23	0.6	7	-7	13	8	11	nt
CC(C)(C)c1ccc(OCC(=O)NN2Cc3ccccc3C2=N)cc1
→ 0.3	-17	1.1	8	8	0	13	6	6
CCC1Cc2c(nc(N)c3c(N)nc(N4CCOCC4)c(C#N)c23)O1 (centres undefined)
→ 0.2	9	-1.0	11	19	-2	16	-3	-1
COC(=O)c1nn(-c2ccccc2)c(-c2ccccc2)c1C(=O)c1ccccc1
→ -1.3	30	-0.9	17	9	-6	-40	21	2
OCc1cn(-c2ccccc2)nc1-c1cc2ccccc2o1
→ 0.7	-15	-0.2	5	12	8	3	-3	-2
O=C(COC(=O)Cc1cccs1)Nc1ccccc1Cl
→ -0.4	4	-1.6	0	-6	-7	19	17	1
Cc1cc[n+](-c2[nH]c(=O)sc2/C=N/N=C(\[O-])c2ccccc2)cc1
→ -0.5	-8	0.8	11	-3	-2	7	10	nt
Cc1ccc2c(C(=O)CN3CCC4(CC3)OCCO4)c(C)[nH]c2c1
→ 0.6	-8	1.9	8	14	-14[fluorescence artefact?]	-8	2	1
COc1ccc(Nc2ccncc2[N+](=O)[O-])cc1
→ 0.5	11	1.1	7	-14	-3	17	-13	4
Cc1ccc(CN2C3=NCCCN3c3ccccc32)cc1
→ 1.1	-40	1.1	16	2	5	12	-6	11
COc1cccc(NC(=O)C(C)Oc2ccccc2)c1 (centres undefined)
→ -0.6	7	-0.1	9	21	10	16	9	6
COc1cccc(C2NC(=S)NC(C)=C2C(=O)c2ccccc2)c1OC (centres undefined)
→ 0.9	6	-1.2	1	9	-16	9	-4	6
O=c1cc(N2CCCCCC2)[nH]c(=O)n1-c1ccccc1Cl
→ 1.2	6	1.6	9	25	-15	-5	19	9
Cc1cccc(N2CN(Cc3ccco3)CNC2=S)c1
→ 0.0	6	0.3	5	8	-3	11	9	2
COc1ccc(C(=O)NCCn2cc(SCC(N)=O)c3ccccc32)cc1
→ 0.4	6	1.0	7	2	-2	-1	26	nt
Cc1c(C(=O)N(C)Cc2ccccc2)oc2ccc(S(=O)(=O)N3CCCC3)cc12
→ 1.4	16	2.4	4	8	-4	-14	-11	-6
NNC(=O)c1cc(-c2ccc(N)cc2)nc2ccc(Br)cc12
→ -1.0	31	0.9	9	7	-6	10	-41	nt
COc1ccc(-c2nnc(SC(C)C(=O)Nc3nccs3)n2-c2ccccc2)cc1OC (centres undefined)
→ 0.2	-8	-0.4	2	-9	8[fluorescence artefact?]	21	4	4
O=[N+]([O-])c1ccc2nc(CCCc3nc4ccc([N+](=O)[O-])cc4[nH]3)[nH]c2c1
→ 0.3	8	-0.7	4	4	-2	8	-43	5
Cc1cc([N+](=O)[O-])nn1CC(=O)NCCc1c[nH]c2ccccc12
→ 0.6	22	-0.3	3	-1	-15	11	-33	4
Cc1ccc(NC(=O)CNc2ccc(Cl)c(Cl)c2)cc1S(=O)(=O)N(C)C
→ 2.1	-7	9.6	10	32	27[fluorescence artefact?]	47	-20	0
CSc1ccccc1NC(=O)Nc1ccccc1
→ 0.0	-6	0.9	5	2	-14	3	21	0
COc1cccc(N=CC2=C(O)CC(C)(C)CC2=O)c1
→ 0.2	-10	0.2	10	-11	-3[fluorescence artefact?]	44	7	5
Cc1[nH]nc(SCC(=O)N(C)c2ccccc2)c1[N+](=O)[O-]
→ 0.2	3	-1.2	7	14	0	13	5	-3
CCn1c(NC(=O)c2ccc(F)cc2)c2ccccc2nc1=O
→ 0.5	-23	1.1	8	-11	-7[fluorescence artefact?]	10	25	2
O=C(COc1ccc(C(=O)c2ccccc2)cc1)NC1CCCCC1
→ 3.1	-15	7.2	3	-15	2[fluorescence artefact?]	32	-20	2
Cn1cc([C@@H]2C[C@H]3CN(C4CCCC4)C(=O)[C@]34CCCN24)c(-c2ccccc2)n1
→ 0.0	17	0.6	15	-7	-10	20	32	3
COc1cccc2c(=O)n(CC(=O)N3CCC(C)CC3)ccc12
→ 0.3	7	0.8	5	2	17	16	-14	3
COc1ccc(C(=O)CSc2nnc(-c3cc(C)on3)o2)cc1
→ 0.6	-13	0.4	10	17	-14	24	-18	0
O=C(Cn1[nH]c(=O)c2ccccc2c1=O)NNC(=O)c1ccccc1
→ 1.0	6	2.0	5	31	-3	7	7	11
Cc1cc(C)n(CCO)c(=O)n1
→ 0.1	23	0.3	7	-7	68[fluorescence artefact?]	4	19	-2
Cc1nc2nc(C)c(CCC(=O)NC3CCCCC3)c(C)n2n1
→ 1.2	14	0.0	7	-5	-12	-1	25	-3
CCc1nc(N)nc(N)c1-c1ccc(Cl)cc1
→ 0.9	-2	0.1	15&17	24	-3	-2	-8&-10	3
Cc1cc(F)ccc1S(=O)(=O)Nc1ccccc1C(=O)Nc1ccccc1N1CCOCC1
→ 0.1	1	4.2	9	6	23	26	-11	8
CC(=O)c1ccc(NC(=O)Nc2sc(NS(=O)(=O)c3ccccc3)nc2C)cc1
→ 0.5	21	1.2	19	10	-3	-27	18	-3

Remaining list, next part.
Second line of a record – TRPML3 ag	NPY-Y1 PAM-ag	zfTRPN1 agonist	EP2 antag	PPC-1+TRAIL kill	14-3-3 Bad PPI	CHOP inhibitor	EP2 modulator	NPY-Y1 antag
NNc1nc2c(Cl)cccc2s1
→ 0.5	8	-2.3	11	29	-19	13	-22	-2
O=c1[nH]c2ccccc2n1CCCSCCCn1c(=O)[nH]c2ccccc21
→ 0.1	15	5.2	7	12	1[fluorescence artefact?]	18	-60	2
C(=N\Nc1nc(N2CCOCC2)nc(N2CCOCC2)n1)/c1cccnc1
→ 0.8	-2	2.1	4	-28	9[fluorescence artefact?]	-6	9	-4
CCc1ccc(C2CC(c3ccccc3)Nc3nc(N)nn32)cc1 (centres undefined)
→ 0.5	2	-0.2	7	2	-5	-8	-8	3
CN1CCN(/N=C/c2nc(-c3ccccc3)n3ccccc23)CC1
→ -0.2	22	-1.9	13	-5	-3[fluorescence artefact?]	-21	-58	5
COc1ccc(/C=C(\C#N)C(=O)C(C)(C)n2cncn2)cc1
→ 1.6	10	1.7	7	35	-9	9	-27	6
Nc1ncnc2nc(N3CCN(C(=O)c4ccccc4)CC3)[nH]c12
→ 0.8	-8	0.5	13	-9	-2	-32	1	2
COCc1cc(C)nc2sc(C(=O)OC)c(N)c12
→ -0.4	-14	1.0	7	10	15	17	7	6
CCCCNC(=O)c1cc2cc(CC)ccc2[nH]1
→ -0.1	11	0.2	12	17	0	9	-70	nt
CCOC(=O)N1C(=O)c2cc(OC)ccc2S1(=O)=O
→ 0.3	-4	1.0	1	12	39[fluorescence artefact?]	17	0	1

Bioassay records deposited in PubChem by several laboratories.
